Bioassay records: PubChem BioAssay, The Scripps Research Institute Molecular Screening Center
CHO-K1 Ca ag = counter-screen for M1 agonists: effect in parental CHO-K1 cells | Fluo-8 calcium fluorescence; scaled to maximal ATP response, vehicle zero | activation, % at 3 µM | 360,000 tested, 0.48% active | AID 602248, 2012; in the data active = activation above about 15%;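 note: untransfected CHO-K1 host cells lacking M1 receptor as counterscreen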
CHRM4 agonist = human M4 muscarinic receptor agonists, primary screen, CHO-K1 cells, Fluo-8 calcium fluorescence | Muscarinic acetylcholine receptor M4 (Homo sapiens), P08173 | activation, % at 3 µM | 360,000 tested, 0.14% active | CHO-K1 hM4/Gqi5; vehicle 0%, full acetylcholine response 100%;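 active = activation above the run mean over all test wells plus 3 SD, cut at about 32% in these data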;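 note: peak over basal fluorescence ratio per well then scaled between controls; 0% = DMSO wells and 100% = acetylcholine at EC100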
Target sequence (P08173 whole entry, looked up): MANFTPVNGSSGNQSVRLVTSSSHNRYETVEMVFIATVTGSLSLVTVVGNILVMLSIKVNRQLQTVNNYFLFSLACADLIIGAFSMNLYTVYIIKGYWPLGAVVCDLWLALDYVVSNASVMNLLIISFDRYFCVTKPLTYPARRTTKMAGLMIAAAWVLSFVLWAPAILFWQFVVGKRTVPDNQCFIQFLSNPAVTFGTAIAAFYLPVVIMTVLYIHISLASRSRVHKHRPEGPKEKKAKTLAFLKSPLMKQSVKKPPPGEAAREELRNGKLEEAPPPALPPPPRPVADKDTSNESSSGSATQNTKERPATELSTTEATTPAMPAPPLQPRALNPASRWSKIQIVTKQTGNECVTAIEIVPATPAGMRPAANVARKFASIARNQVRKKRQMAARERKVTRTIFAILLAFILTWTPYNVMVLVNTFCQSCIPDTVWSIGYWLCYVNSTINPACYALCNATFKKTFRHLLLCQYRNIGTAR
CHRM1 agonist = human M1 muscarinic receptor agonists, primary screen, Fluo-8 calcium fluorescence, CHO-K1 cells, HTS. Muscarinic acetylcholine receptor M1 (Homo sapiens), P11229. CHO-K1 hM1, agonist mode; 0% DMSO, 100% acetylcholine EC100. activation, % at 3 µM. 360,000 tested, 0.33% active. AID 588814, 2011;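 active = activation above the run's mean compound activation plus 3 SD, cut at about 16% in these data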;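 note: peak over basal fluorescence ratio within a 140 s kinetic read after compound addition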
CHRM1 PAM = human M1 muscarinic receptor positive allosteric modulators, primary screen, CHO-K1 cells, Fluo-8 calcium fluorescence, 1536-well; CHO-K1 hM1, ACh EC20; 0% = ACh EC20, 100% = maximal ACh; Muscarinic acetylcholine receptor M1 (Homo sapiens), P11229; AID 588819, 2011; activation, % at 3 µM; 360,000 tested, 0.088% active; in the data active = activation above about 19%, passing the limit was not always enough
CHRM1 antagonist = human M1 muscarinic receptor antagonists, primary screen, CHO-K1 cells, Fluo-8 calcium fluorescence, 1536-well. 360,000 tested, 1.3% active. inhibition, % at 3 µM. CHO-K1 hM1, ACh EC80 antagonist. Muscarinic acetylcholine receptor M1 (Homo sapiens), P11229;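 active = percent inhibition above its own plate's cutoff, namely the mean of that plate's compound wells plus 3 SD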;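 note: peak over basal fluorescence ratio during 140 s after agonist addition; 0% = ACh EC80 plus DMSO and 100% = DMSO alone without agonist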
CHO parental Ca = ATP-evoked calcium signal inhibitors, parental CHO, primary screen, counter-screen for OX1R antagonist project, cell-based, fluorescence, Fluo-8 calcium dye. AID 463079, 2010. parental CHO-K1, ATP-induced calcium, Fluo-8 fluorescence. inhibition, % at 5.6 µM. 330,000 tested, 0.63% active;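 active = inhibition above that plate's mean sample inhibition plus 3 SD, cut at about 26% in these data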;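 note: 0% = ATP-challenged DMSO wells and 100% = DMSO wells without ATP; some compounds past the cut are filed as inactive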
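Test system: untransfected parental CHO cell line. Compound: one dose, 5.6 µM nominal. Detection: intracellular calcium via Fluo-8 no-wash fluorescent dye. Measure: % inhibition. Benchmarks: ATP-challenged DMSO wells low, unchallenged DMSO wells high.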
M4 antag = human M4 muscarinic receptor antagonists, primary screen, CHO cells, Fluo-8 calcium fluorescence. Muscarinic acetylcholine receptor M4 (Homo sapiens), P08173. CHO-hM4 cells, ACh EC80. inhibition, % at 3 µM. 360,000 tested, 0.73% active. AID 624125, 2012;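 active = inhibition above its plate's cutoff, the mean inhibition of sample wells plus 3 SD, cut at about 27% in these data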;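 note: 0% = acetylcholine EC80 with DMSO and 100% = DMSO without agonist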
OXTR potentiator = human OXTR potentiators, primary screen, fluorescence, CHO-OTR cells, Fluo-8 calcium. Fluo-8 calcium fluorescence, potentiator mode; 0% = oxytocin EC15, 100% = EC100. activation, % at 3 µM. 320,000 tested, 0.061% active;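 active = activation above that plate's cutoff, the mean activation of tested compounds plus 3 SD, cut at about 6.6% in these data, passing the limit was not always enough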;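 note: 100% uses oxytocin at 75 nM as the full agonist control; some results filed as inactive read as strong as hits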
Target sequence (P30559 whole entry, looked up): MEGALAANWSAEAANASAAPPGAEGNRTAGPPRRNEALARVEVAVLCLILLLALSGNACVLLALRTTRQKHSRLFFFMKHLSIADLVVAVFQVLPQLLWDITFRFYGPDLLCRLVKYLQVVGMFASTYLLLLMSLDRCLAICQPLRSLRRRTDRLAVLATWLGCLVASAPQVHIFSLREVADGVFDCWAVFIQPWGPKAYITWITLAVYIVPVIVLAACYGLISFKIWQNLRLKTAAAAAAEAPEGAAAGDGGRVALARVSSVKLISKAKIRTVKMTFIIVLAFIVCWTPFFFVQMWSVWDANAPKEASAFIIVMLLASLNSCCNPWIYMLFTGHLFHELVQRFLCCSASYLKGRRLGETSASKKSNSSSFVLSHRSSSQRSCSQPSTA
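System: human OTR in CHO cells; Also added: sub-maximal oxytocin, roughly EC15; Timing: compound 6 min at room temperature before oxytocin, 100 s read; Technique: Fluo-8 intracellular calcium fluorescence, ex 470-495, em 515-575 nm; Controls: oxytocin EC15 low and EC100 high; Replication: singlicate.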
CHO-K1 Ca antag = nonselective inhibitor or artifact in parental CHO-K1 cells; AID 602250; 360,000 tested, 0.6% active; inhibition, % at 3 µM; ATP-induced calcium, Fluo-8 fluorescence;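 active = inhibition above a per-plate cutoff, the plate's mean sample inhibition plus 3 SD, cut at about 24% in these data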;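 note: 0% = DMSO plus EC80 ATP and 100% = DMSO alone without ATP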
The depositor's hits bear a star; x = no result given; & = joins results of further samples.

Each structure is followed by: CHO-K1 Ca ag	CHRM4 agonist	CHRM1 agonist	CHRM1 PAM	CHRM1 antagonist	CHO parental Ca	M4 antag	OXTR potentiator	CHO-K1 Ca antag
CCOc1ccc(-n2c(Cc3ccccc3)nnc2SCc2c(C)noc2C)cc1
    -0.1	-0.6	-5.2	-9.2	6.3	-23.3	0.5	-13.6	3.0
CN1CCN(c2ccccc2NC(=O)c2c(F)cccc2F)CC1
    0.8	1.8	-7.2	10.9	-12.2	-8.1	-0.8	-6.7	-9.0
CCN1CCCC1CNC(=O)C1CCCN(S(=O)(=O)c2cccc3nsnc23)C1 (stereo unspecified)
    -0.2	-0.1	-6.3	-6.4	-7.2	2.5	7.3	-10.2	9.9
Cc1ccc(NC(c2ccccc2)c2nc3ccccc3[nH]c2=O)cc1 (stereo unspecified)
    1.0	0.3	-1.3	4.3	-7.3	-18.5	-2.5	-1.0	-9.9
CCOc1nc2cnccc2n(CC(=O)Nc2c(F)c(F)cc(F)c2F)c1=O
    -0.1	-0.2	-2.6	4.1	-3.4	-3.9	-8.5	1.8	2.3
Cc1c(NC(=O)CC(C)C)c(=O)n(-c2ccccc2)n1C
    0.4	0.1	-0.3	11.5	-13.0	-2.8	-0.1	5.3	-2.8
Cc1noc(C)c1NC(=O)N(C)C[C@H]1OCCCC[C@@H](C)Oc2ccc(NC(=O)Nc3ccc(F)cc3)cc2C(=O)N([C@@H](C)CO)C[C@H]1C
    0.1	1.1	-4.7	6.3	-9.9	x	0.9	x	3.4
CCC1CCCCN1CCCNC(=O)Cn1c(=O)c2cccn2c2ccccc21 (stereo unspecified)
    0.4	0.1	-6.2	-1.7	1.3	-6.8	5.6	-1.7	-19.0
CCOC(=O)N1CCN(C2=CC(=O)OC23CCCCC3)CC1
    -0.1	1.2	2.8	-2.0	-22.1	-13.0	-10.5	2.4	-7.1
CCOC(=O)c1c(NC(=O)C[n+]2ccc(N(C)C)cc2)sc(C)c1C
    4.8	2.0	-12.4	-3.9	-0.3	-10.4	-5.2	-15.2	-2.2
O=C(COc1ccccc1[N+](=O)[O-])OCC(=O)N1CCC(Cc2ccccc2)CC1
    1.1	7.2	-9.2	-7.3	9.9	1.9	-4.7	-9.4	11.1
COC(=O)C1=C(C)NC(C)=C(C(=O)OC)C1C(=O)OCCN1C(=O)c2ccccc2C1=O
    1.1&0.1	0.5&0.2	-3.5&-3.6	6.1&8.6	-9.5&-25.8	-22.6	-0.8&5.9	-5.9	-11.1&-7.9
O=C(Nc1ccc(Br)cn1)C1CCN(S(=O)(=O)c2cccs2)CC1
    7.8	5.9	-1.2	-7.6	8.6	3.7	3.3	-8.0	-2.5
CCCN1C(C)C(C(=O)OCC)=CN(Cc2cccc(I)c2)S1(=O)=O (stereo unspecified)
    0.0	-0.4	-4.2	-2.5	-3.9	-31.0	-3.1	x	-20.5
CSc1nnc(C)c(=O)n1COC(=O)c1ccc(S(=O)(=O)N(C)C)cc1
    6.7	2.7	-4.3	9.1	-11.4	-3.9	-13.9	-0.5	-4.1
Cn1c(SCC(=O)N2CCCC2)nnc1-c1ccc(S(=O)(=O)N2CCCC2)cc1
    0.1	1.5	-7.5	1.1	-3.6	-4.6	3.7	-0.7	-7.7
COc1ccc(C(=O)Nc2c(N)nc(SCC(=O)Nc3ccc(C(C)=O)cc3)[nH]c2=O)cc1
    1.2	x	-1.7	11.0	-15.7	-0.1	-7.4	-14.6	-17.1
CCS(=O)(=O)c1nc(S(=O)(=O)c2ccc(C)cc2)c(N2CCOCC2)s1
    0.2	1.2	1.5	11.7	-4.4	-4.2	-7.6	-3.3	-10.9
CCN(CC(=O)NCc1ccc(Cl)cc1)C(=O)c1ccc(S(=O)(=O)NCc2ccco2)cc1
    2.2	9.0	-4.9	-5.4	14.4	-15.9	0.7	4.8	2.8
O=C(COC(=O)c1ccccc1NS(=O)(=O)c1cccs1)NCC12CC3CC(CC(C3)C1)C2
    0.2	2.2	-7.3	-2.9	6.3	-19.3	-1.4	-2.9	16.1
CCOc1ccc(S(=O)(=O)N2CCOCC2)cc1NC(=O)C1CCC1
    1.2	0.9	-1.3	0.6	-2.6	-8.3	-0.2	2.6	-2.7
Brc1ccc(-c2nnc(-c3ccccc3Br)o2)cc1
    0.3	0.1	-1.5	3.7	-22.9	-23.0	4.5	-2.5	-11.0
O=C(CCNC(=O)c1ccc([N+](=O)[O-])cc1)Nc1ccccc1N1CCOCC1
    0.3	1.6	-4.7	1.0	-2.7	-14.7	0.1	-1.6	-14.7
CC(C)C(=O)Nc1ccc2c(c1)C(=O)NC2=O
    3.7	10.8	-6.2	-1.5	10.4	6.7	5.5	3.4	-1.7
CC1CCN(C(=O)c2[nH]cnc2C(=O)Nc2cccc(Cl)c2)CC1
    -0.3	-0.4	-5.8	-17.1	19.3	-11.8	5.9	3.8	5.1
Cc1cc(C(=O)N2CCc3ccccc3C2)c(C)o1
    -0.1	0.9	-5.0	5.1	-7.1	x	-16.5	x	5.7
CCCc1cc(=O)oc2cc(OCC(=O)NC3CC(C)(C)NC(C)(C)C3)ccc12
    0.2	0.3	-3.2	6.3	-4.9	-8.4	6.3	-3.2	-3.9
CCCCCCC(=O)NCC(=O)OCC(=O)c1ccccc1
    0.0	0.6	-3.1	-10.1	-3.8	-7.5	-16.0	-7.7	-0.1
COc1cc(OC)cc(C(=O)NC2CCN(C(=O)N3c4ccccc4Sc4ccccc43)CC2)c1
    0.4	2.9	-1.9	-7.8	15.7	-4.5	5.6	-11.6	-11.9
CC(C)CN(CC(C)C)C(=O)COn1nnc2ccc(S(=O)(=O)N3CCOCC3)cc21
    -0.2	1.2	-4.2	14.1	-7.2	-13.8	5.5	-0.2	-8.5

Record cards, from the list above. Values in the order: CHO-K1 Ca ag	CHRM4 agonist	CHRM1 agonist	CHRM1 PAM	CHRM1 antagonist	CHO parental Ca	M4 antag	OXTR potentiator	CHO-K1 Ca antag
Cc1cc(C(=O)N2CCc3ccccc3C2)c(C)o1 in the list: -0.1	0.9	-5.0	5.1	-7.1	x	-16.5	x	5.7
CC1CCN(C(=O)c2[nH]cnc2C(=O)Nc2cccc(Cl)c2)CC1 in the list: -0.3	-0.4	-5.8	-17.1	19.3	-11.8	5.9	3.8	5.1

(continued)
Each structure is followed by: CHO-K1 Ca ag	CHRM4 agonist	CHRM1 agonist	CHRM1 PAM	CHRM1 antagonist	CHO parental Ca	M4 antag	OXTR potentiator	CHO-K1 Ca antag
Cc1cc(N=Nc2ccccc2C(=O)O)c(C)c(C)c1O
    2.1	-1.1	3.4	15.5	-15.9	6.0	1.9	-4.1	-3.8
CC(C)(C)/C=N/NC(=O)CNC(=O)c1ccc2c(c1)OCCO2
    -0.4	-0.5	-10.2	6.8	-4.1	-15.8	-1.3	-4.3	-0.1
Cn1cccc1Cc1nnc(SCC(N)=O)n1CCc1ccccc1
    0.4	1.3	-1.7	12.8	-15.6	6.4	-2.5	-3.9	-4.8
COc1ccc(NC(=O)CNC(=O)C23CC4CC(CC(C4)C2)C3)c(OC)c1
    0.0	-0.3	-2.0	6.6	-8.8	-8.8	9.6	-9.6	1.3
O=C(CSc1nc2ncccc2[nH]1)c1ccc2c(c1)OCO2
    0.7	0.8	-2.4	13.9	-18.5	-11.6	10.2	-5.7	3.3
CCc1nc(C)c(C#N)c2cc(OC)c(OC)cc12
    0.0	1.0	-1.8	7.8	-6.2	-35.3	2.0	-9.7	-9.8
C=CCSC1=NNC(c2ccc(C(C)(C)C)cc2)=NN1
    0.4	1.3	-3.9	0.3	-0.2	-2.9	-6.0	-4.2	-1.7
CC(C)c1c(O)nc(SCCN2CCOCC2)[nH]c1=O
    0.6	2.2	-4.8	1.1	-2.5	-6.1	-0.7	-8.6	-18.4
CN(C)S(=O)(=O)c1ccc(C(=O)N2CCN=C2SCc2cccnc2)cc1
    0.9	2.1	-3.1	-8.5	-9.8	-3.7	14.2	-7.5	2.5
CCCS(=O)(=O)c1nc(S(=O)(=O)c2ccc(C)cc2)c(N2CCC(O)CC2)s1
    0.6	2.1	0.7	18.5	-21.1	-16.9	7.1	-7.4	5.6
Cc1cc(C)n(-c2nc3ccccc3s2)n1
    -0.3	0.6	-8.4	6.6	-1.5	-7.8	-5.9	-0.7	-10.3
CCOC(=O)Cc1csc(SCc2nc3sc4c(c3c(=O)[nH]2)CCC4)n1
    1.6	3.1	-3.4	9.0	-10.6	-23.8	-0.6	-9.3	3.6
Nc1cc(OC(=O)c2ccco2)nn1S(=O)(=O)c1ccc(F)cc1
    0.5	-0.2	-2.8	3.0	2.2	1.2	7.2	-11.6	-19.3
O=C(CN(c1ccccc1F)S(=O)(=O)c1ccccc1)NC1CCCCCC1
    1.1	-1.0	-7.4	6.4	-10.1	-37.8	-8.5	-7.6	-18.2
CC(=O)OCC1=C(C(=O)O)N2C(=O)C(NC(=O)c3ccc(COc4c(C)cccc4Cl)o3)C2SC1 (stereo unspecified)
    -0.5	6.5	-5.4	9.7	-6.2	-13.6	4.7	-20.9	6.1
COc1cccc(CNCCO)c1OCc1ccc(Cl)cc1
    2.3	2.1	-0.8	6.8	-0.4	-18.8	1.6	-5.7	-11.6
COc1cc(/C=C/c2cccc[n+]2C)ccc1OCC(=O)Nc1ccccc1
    2.4	-0.4	-11.8	-11.0	10.4	0.3	3.7	-7.8	-8.5
N#CC1=C(N)C2=CCCC[C@H]2[C@H](c2ccccc2)C1(C#N)C#N
    0.2	0.2	-4.0	-2.5	-2.6	-3.0	3.1	0.7	10.9
O=C(CSc1nncs1)NCc1ccc2c(c1)OCO2
    -0.3	0.2	-3.3	8.9	4.7	-7.0	5.2	-3.1	17.4
Cc1nc2c(OCCN3C(=O)c4ccccc4C3=O)cccn2c1N(C)C(=O)CCC1CCCC1
    0.5	0.7	-4.5	9.7	-6.6	x	-10.9	x	-18.5
O=c1nc2ccccc2c2n1CC(CN1CCN(c3ccc(F)cc3)CC1)N2 (stereo unspecified)
    1.2	3.2	-3.2	2.2	-2.3	-5.2	1.5	-3.5	-6.1
O=C(Nc1ccc([N+](=O)[O-])cc1)c1ccc(Cn2cc([N+](=O)[O-])cn2)cc1
    3.0	7.8	3.2	-1.8	-1.3	5.9	-0.4	-21.0	-5.4
COCC(=O)Nc1ccc(C)c(Cl)c1
    0.3	0.7	-4.2	1.6	6.2	11.8	1.7	-9.2	-1.7
Cc1cc(SCC(=O)Nc2ccccc2)n2ncc(-c3ccccc3)c2n1
    0.1	2.8	-1.1	-1.6	1.4	0.0	3.9	-13.8	10.4
